# Bioassay records from PubChem.
# V1aR counter = V1a receptor agonism, counter-screen for OXTR agonists | AID 2797 | CHO-V1R cells, Fluo-8 calcium fluorescence, agonist mode; 0% DMSO, 100% 3 nM vasopressin | activation, % at 3 µM | hit rate 0.25% among 320,000 | P37288;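 active means activation above the mean activation of all tested compounds plus 3 SD, per screening run, cut at about 20% in these data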;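 further: signal is peak over basal fluorescence ratio across a 100 second FLIPR read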
# TAAR1 antagonist = human TAAR1 antagonism | CHO RD-HGA16 TAAR1, Fluo-8 calcium fluorescence, antagonist | AID 624466 | hit rate 1.5% among 360,000 | Q96RJ0 | inhibition, % at 3 µM;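 active means inhibition above a per-plate cutoff, the mean inhibition of test compounds on that plate plus 3 SD, cut at about 49% in these data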;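 further: 0% = DMSO plus EC80 beta-PEA response and 100% = DMSO alone without agonist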
# Target sequence (Q96RJ0 whole entry, looked up): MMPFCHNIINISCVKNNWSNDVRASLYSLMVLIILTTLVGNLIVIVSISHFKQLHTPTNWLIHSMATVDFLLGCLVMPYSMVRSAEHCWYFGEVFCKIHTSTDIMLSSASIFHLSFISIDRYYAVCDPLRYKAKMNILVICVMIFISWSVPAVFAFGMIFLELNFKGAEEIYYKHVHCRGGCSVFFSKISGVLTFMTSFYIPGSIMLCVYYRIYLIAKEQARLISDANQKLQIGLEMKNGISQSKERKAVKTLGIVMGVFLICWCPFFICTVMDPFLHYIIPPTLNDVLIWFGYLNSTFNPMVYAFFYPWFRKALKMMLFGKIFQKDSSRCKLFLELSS
#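 test system = CHO RD-HGA16 cells bearing hTAAR1 | replication = singlicate | controls = DMSO-only wells and EC80 β-PEA-stimulated wells | reagent = EC80 β-phenethylamine stimulus | read-out basis = percent inhibition of PEA-evoked calcium signal, max/basal emission ratio | schedule = seeding 17-24 h prior, 75-min 37 °C, 30-min RT dye loading | signal = kinetic Fluo-8 calcium fluorescence measurement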
# M1 PAM parental = M1 PAM counterscreen hit in parental CHO-K1 cells | hit rate 0.02% among 360,000 | ATP EC20, Fluo-8 calcium fluorescence; 0% at ATP EC20, 100% at ATP max | activation, % at 3 µM;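 active means activation above the run cutoff, the mean activation of all test compounds plus 3 SD, cut at about 40% in these data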;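 further: peak over basal fluorescence ratio in a 140 s read after ATP addition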
# OXTR potentiator = potentiates the human oxytocin receptor response; hit rate 0.061% among 320,000; AID 2445; CHO-OTR cells, Fluo-8 calcium fluorescence, potentiator mode; 0% = oxytocin EC15, 100% = EC100; activation, % at 3 µM; P30559;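 active means activation above that plate's cutoff, the mean activation of tested compounds plus 3 SD, cut at about 6.6% in these data, passing the limit was not always enough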;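 further: 100% uses oxytocin at 75 nM as the full agonist control; some results filed as inactive read as strong as hits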
# Target sequence (P30559 whole entry, looked up): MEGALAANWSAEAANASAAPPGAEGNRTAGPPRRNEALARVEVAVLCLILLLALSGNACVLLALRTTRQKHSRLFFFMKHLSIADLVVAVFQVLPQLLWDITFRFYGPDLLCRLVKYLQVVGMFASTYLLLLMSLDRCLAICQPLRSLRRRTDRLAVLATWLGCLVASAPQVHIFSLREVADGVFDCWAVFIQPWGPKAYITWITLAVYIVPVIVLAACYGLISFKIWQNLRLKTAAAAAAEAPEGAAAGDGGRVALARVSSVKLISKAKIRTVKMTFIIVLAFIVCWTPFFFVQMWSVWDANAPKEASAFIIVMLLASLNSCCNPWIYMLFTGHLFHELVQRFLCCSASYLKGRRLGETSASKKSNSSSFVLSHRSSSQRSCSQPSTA
#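 Measured by – Fluo-8 calcium dye fluorescence · Test system – human OTR in CHO cells · Dosing – one concentration, 3.0 µM compound · Controls – EC15 oxytocin alone as 0%, 75 nM oxytocin as 100% · Evaluation – normalized max/min fluorescence ratio, % activation · Timing – 6 min pre-incubation, 100 s read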
# CHO parental Ca = signal in parental CHO cells, OX1R antagonist counter-screen; hit rate 0.63% among 330,000; parental CHO-K1, ATP-induced calcium, Fluo-8 fluorescence; inhibition, % at 5.6 µM;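 active means inhibition above that plate's mean sample inhibition plus 3 SD, cut at about 26% in these data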;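 further: 0% = ATP-challenged DMSO wells and 100% = DMSO wells without ATP; some compounds past the cut are filed as inactive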
#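 Assay system: untransfected parental CHO cell line. Also added: ATP agonist challenge. Dosing: one dose, 5.6 µM nominal. Measured by: Fluo-8 fluorescence. Read-out: % inhibition. Benchmarks: ATP wells versus no-ATP DMSO wells. Repeats: no replicates.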
# OXTR ag = agonists of human oxytocin receptor. P30559. CHO-OTR cells, Fluo-8 calcium fluorescence; normalized: DMSO 0%, oxytocin 100%. activation, % at 3 µM. hit rate 0.32% among 320,000;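 active means activation above the mean of all tested compounds plus 3 SD, cutoff set per screening run, cut at about 20% in these data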;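 further: peak over basal fluorescence ratio from a 100 s FLIPR kinetic read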
# M1 ag parental = nonselective activator or artifact in parental CHO-K1 cells | Fluo-8 calcium fluorescence; scaled to maximal ATP response, vehicle zero | activation, % at 3 µM | hit rate 0.48% among 360,000; in the data active means activation above about 15%;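 further: untransfected CHO-K1 host cells lacking M1 receptor as counterscreen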
# CHO-K1 Ca antag = M1 antagonist counterscreen hit in parental CHO-K1 cells | ATP-induced calcium, Fluo-8 fluorescence | inhibition, % at 3 µM | hit rate 0.6% among 360,000 | AID 602250;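 active means inhibition above a per-plate cutoff, the plate's mean sample inhibition plus 3 SD, cut at about 24% in these data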;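 further: 0% = DMSO plus EC80 ATP and 100% = DMSO alone without ATP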
# GPR7 antag = blocks human GPR7 receptor signaling; AID 1861; P48145; hit rate 1.1% among 290,000; GPR7-expressing cells, fluorescence antagonist assay; inhibition, % at 4.4 µM; in the data active means inhibition above about 16%, passing the limit was not always enough;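 further: cells stimulated with the agonist NPW; 0% = agonist with vehicle and 100% = vehicle without agonist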
# Target sequence (P48145 whole entry, looked up): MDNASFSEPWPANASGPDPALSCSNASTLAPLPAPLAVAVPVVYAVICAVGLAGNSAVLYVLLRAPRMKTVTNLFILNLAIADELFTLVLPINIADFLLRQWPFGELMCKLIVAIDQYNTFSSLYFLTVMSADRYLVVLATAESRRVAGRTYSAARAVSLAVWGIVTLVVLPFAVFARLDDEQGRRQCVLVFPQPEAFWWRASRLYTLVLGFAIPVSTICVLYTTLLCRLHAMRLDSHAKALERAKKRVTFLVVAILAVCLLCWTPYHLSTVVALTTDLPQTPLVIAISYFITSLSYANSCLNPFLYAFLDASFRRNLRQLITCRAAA
# Numbers without * were called inactive; / = not tested or not shown. Compounds were not picked by outcome, and some 3.5% of all compounds hit somewhere here.
SMILES,V1aR counter,TAAR1 antagonist,M1 PAM parental,OXTR potentiator,CHO parental Ca,OXTR ag,M1 ag parental,CHO-K1 Ca antag,GPR7 antag
Cc1ccc(N2C(=O)CSCC2=O)cc1,0.1,-13,14,-5,-12,1.1,0.3,-5,4
CCC(=O)n1nc(-c2ccccc2)nc1SCC(=O)Nc1ccc(C)cc1,6.5,9,9,-13,-12,1.9,0.9,-2,-3
COc1ccc(C(=O)OCC(=O)Nc2ccc3c(c2)OCCO3)c(OC)c1,0.5,9,4,2,-11,0.3,1.1,-13,/
CCOc1ccc(C(=O)COC(=O)Cn2cnc3c2c(=O)n(C)c(=O)n3C)cc1,2.0,-7,2,-8,-10,-1.8,0.3,-6,/
NC(=O)CCC(NS(=O)(=O)c1ccc(Cl)cc1)C(=O)NCc1ccccc1Cl (stereo unspecified),0.5,10,15,-4,-14,-1.9,0.6,2,5
COc1ccccc1N(Cc1ccccc1)S(=O)(=O)c1cccc(C(=O)Nc2cc(C)ccn2)c1,1.7,0,8,-8,5,-0.5,0.3,-10,-22
COCCn1cnc2c1c(=O)n(CC(=O)Nc1cc(C)on1)c(=O)n2Cc1ccccc1,1.4,6,21,-9,-15,0.0,0.5,-7,-2
CCNS(=O)(=O)c1ccc(CCC(=O)N2CCN(Cc3ccccc3)CC2)cc1,0.8,1,11,-9,-16,-0.4,0.6,-11,5
Cc1ccc(NC(=O)CN2C(=O)COc3ccc(S(=O)(=O)N4CCCC4)cc32)cc1C,0.3,-8,17,-1,12,-1.9,1.5,-13,8
COc1cc(/C=C2\SC(=O)N(CCN)C2=O)ccc1OS(=O)(=O)c1cc(C)ccc1C,/,-3,-13,/,/,/,0.3,13,13
O=C(C=Cc1ccccc1)c1cc(Br)ccc1O,/,3,10,/,/,/,1.1,-10,/
COc1ccc(Cl)cc1NC(=O)CN1CCCCCC1,-1.9,-11,16,-15,-1,-2.2,1.1,-12,-7
CC(=O)Nc1ccc(OCC(=O)N(CC(C)C)C2CCS(=O)(=O)C2)cc1 (stereo unspecified),-0.1,2,3,-2,4,0.8,0.1,-8,0
COc1cc(/C=N/NC(=O)CCN2CCN(C)CC2)cc2c1OCO2,-0.1,-35,12,-5,-13,-0.6,0.0,2,-13
C=CCNc1nc(Nc2ccc(OC)cc2)nc(OCC)n1,-0.5,-19,28,4,-17,-1.5,-0.1,-15,-11
O=C(COc1ccc2c3c(c(=O)oc2c1)CCC3)N1CCN(c2ccc(F)cc2)CC1,3.2,-10,-10,-5,-16,-0.7,0.6,-12,7
Cc1ccc(OC(=O)Nc2ccccc2)cc1,-0.2,-39,9,-18,-7,-0.8,0.6,-12,-7
CS(=O)(=O)N(CC(=O)NCCC1=CCCCC1)C1CCCCC1,-0.7,-23,7,2,-22,-2.0,0.2,-4,-4
Cc1nn(Cc2n[nH]c(=S)n2Cc2ccccc2)c(C)c1Cl,3.2,-28,-4,-5,-19,-0.2,-0.1,7,-2
CCCSc1nsc(N)n1,0.5,-6,12,6,-3,0.6,-0.6,3,-4
CCc1ccccc1NC(=S)N(CCCN1CCOCC1)Cc1cccs1,0.0,-2,26,-3,-17,-1.9,1.4,-17,-7
CC(CC(=O)N1CCc2ccccc21)c1ccccc1 (stereo unspecified),-1.7,8,24,-5,-17,-1.2,-0.6,-22,3
Cc1cc(C)nc(SCc2ccc(C(=O)N/N=C/c3ccncc3)cc2)n1,0.2,6,13,-5,-30,-1.4,2.0,-14,-5
CC(=O)N1CCC(=NNS(=O)(=O)c2cccc([N+](=O)[O-])c2)CC1,/,-13,16,/,/,/,0.3,-5,-12
c1cncc(-c2nc(NCc3ccc4c(c3)OCO4)c3ccccc3n2)c1,-0.6,29,-3,-8,-10,-2.0,3.0,-17,-10
SMILES,V1aR counter,TAAR1 antagonist,M1 PAM parental,OXTR potentiator,CHO parental Ca,OXTR ag,M1 ag parental,CHO-K1 Ca antag,GPR7 antag
Cc1ccc(C(C(=O)NC2CCCCC2)N(CC2CCCO2)C(=O)CNC(=O)c2cccs2)cc1 (stereo unspecified),-0.5,-9,-2,-5,-15,-2.0,-0.2,-1,-3
O=C(Nc1ccc(Cl)cc1)N1N=CCC1c1ccccc1 (stereo unspecified),2.0,-16,-19,-5,-19,-1.5,-0.1,2,0
CCOC(=O)N1CCN(C(=O)/C(=C/c2ccc(OC)cc2)NC(=O)c2ccccc2)CC1,0.1,-16,16,-12,-14,-1.3,0.4,-10,-10
CCOC(=O)c1ccc(NC(=S)N2CCN(C)CC2)cc1,0.8,0,16,-1,-8,2.4,0.4,-9,-13
CCOc1nc(NCCN2CCOCC2)nc(Nc2ccc(C)cc2)n1,-0.6,9,-18,-8,-21,-2.7,-0.1,2,-7
Cc1ccc(S(=O)(=O)N2CCC(=O)N([C@H](COCc3cccc(Cl)c3)Cc3ccccc3)CC2)cc1,/,25,8,/,/,/,3.1,-1,/
CCCCn1c(SCc2ccc(Cl)cc2)nc2c1c(=O)[nH]c(=O)n2C,-1.9,-1,15,-9,-27,-1.9,0.4,-6,-10
Nc1cc(N)cc(-c2nc3ccccc3[nH]2)c1,-0.9,10,13,-8,-6,-0.2,-0.1,2,0
CN(CCCC1CCCC1)C(=O)c1cc(COc2ccc(F)cc2F)on1,-0.5,17,-24,-8,-40,-2.3,-0.7,2,-5
COc1ccc(S(=O)(=O)N2CCN(c3nc(C)cc(C)n3)CC2)cc1,-0.6,-1,25,-10,-7,0.7,1.6,-16,7
Cc1ccc(C(=O)NCC(=O)OCC(=O)Nc2ncc(C(F)(F)F)cc2Cl)cc1,-0.8,-2,24,-5,-4,-2.1,0.0,-9,-3
COC(=O)C1=C(C)N(Cc2ccco2)C(=O)N[C@@H]1c1ccc(Br)cc1,-0.1,-5,0,-10,-9,0.3,0.5,-3,/
CN(C)c1ccc(NC(=O)CN2C(=O)CC(c3ccccc3)=Nc3ccccc32)cc1,-0.1,-5,3,-5,-12,-0.8,0.2,5,-17
COC(=O)c1ccc(C(=O)OC)c(NC(=S)N2CCC(N3CCCCC3)CC2)c1,-0.2,-11,17,3,-6,1.9,0.7,-5,-14
Cc1ccc(C(=O)NCCNc2ccc(Cl)cc2[N+](=O)[O-])o1,1.0,3,9,-12,-29,1.0,1.3,-6,-5
Cc1cc(-c2ccc(S(=O)(=O)N3CCN(C)CC3)s2)on1,2.8,-7,21,-4,13,0.3,0.6,-1,-2
Cc1cc(C)c(NC(=O)COC(=O)c2cc([N+](=O)[O-])ccc2N2CCOCC2)c(C)c1,-0.5,-8,-18,-3,-21,-1.6,0.2,2,-12
COc1ccc(C)cc1NC(=O)CN(c1ccc(F)cc1)S(C)(=O)=O,0.9,6,4,-19,-11,1.6,0.1,7,18
CSC(=Nc1ccccc1)C1=C(O)COC1=O,0.4,1,-4,-9,5,-0.8,0.0,0,6
COC(=O)c1ccc(C2CC(=O)Nc3cc(OC)c(OC)cc32)cc1 (stereo unspecified),-0.2,3,-5,-3,-7,-0.4,-0.3,4,4
CCOC(=O)c1c(C)c(C(=O)NCc2cccnc2)c(C)n1C,0.3,-10,11,-2,-7,-0.5,0.6,-4,11
Cc1ccccc1NC(=O)COc1cccc2c1CCNC2=O,0.4,-19,5,7,-18,1.4,0.3,2,/
COCCNC(=O)c1onc(CSc2ccccc2)c1C(=O)NCCOC,0.1,-1,-9,-6,-9,0.5,0.1,-8,/
CC(=O)NS(=O)(=O)c1ccc(NC(=O)/C=C/c2ccco2)cc1,1.3,-8,5,1,-7,0.1,1.0,-3,-1
O=C(NCCO)c1cc([N+](=O)[O-])cc2c1C=Cc1ccccc1O2,0.4,-12,-8,-5,-15,-2.2,-0.2,-7,-2
SMILES,V1aR counter,TAAR1 antagonist,M1 PAM parental,OXTR potentiator,CHO parental Ca,OXTR ag,M1 ag parental,CHO-K1 Ca antag,GPR7 antag
Cc1noc(C)c1C(=O)OCC(=O)Nc1ccc(S(N)(=O)=O)cc1,0.7,-10,12,-2,-9,-0.3,0.8,-19,/
Cc1noc(NS(=O)(=O)c2ccc(NC(=O)c3ccc(N4C(=O)c5ccccc5C4=O)cc3)cc2)c1C,0.6,-2,11,-28,-13,-0.3,-0.6,-1,0
Cc1ccc(S(=O)(=O)N2C[C@H]3C(=O)C[C@@H](c4ccccc4)N(S(=O)(=O)c4ccccc4)[C@H]3C[C@H]2c2ccccc2)cc1,/,-16,-2,/,/,/,0.3,11,/
CC1(CO)COC2(OC1)C(=O)Nc1ccccc12 (stereo unspecified),/,-6,-12,/,/,/,0.8,-7,/
CC(C)(C)c1ccc(S(=O)(=O)NC(=O)C2(C)CCN2C(=O)Cc2ccccc2Cl)cc1 (stereo unspecified),/,-25,-7,/,/,/,-0.7,20,/
O=C(NC1CCCCCC1)C(=S)N1CCCC1,0.9,-11,4,-16,-4,-0.4,0.4,-5,-12
CCN1C(=NCCCOC(C)C)N[C@@H](c2ccccc2)[C@H](C(=O)OC)[C@H]1C,0.6,-5,9,3,-11,0.8,0.5,-3,/
O=C(NC1CCCCC1)c1ccc(-c2cccc([N+](=O)[O-])c2)o1,-0.8,3,-3,-4,-1,-1.0,0.5,-10,-16
CCCc1cc2c(=O)c(-c3ccc4c(c3)OCCO4)coc2cc1OC(=O)c1ccco1,0.4,-12,12,-3,-2,1.1,0.1,-12,3
CCC(C)NC(=O)CS(=O)Cc1nc(-c2cccc(C)c2)oc1C (stereo unspecified),0.1,8,15,-5,-17,-0.9,0.0,0,-6
Oc1ccccc1/C=N/Nc1cccc2cccnc12,-0.9,4,19,3,-11,-0.6,0.8,-1,-11
CCN(CC(=O)Nc1ccc(NC(C)=O)cc1)C(=O)c1n[nH]c(=O)c2ccccc12,0.9,5,14,-7,-8,-0.2,2.3,-14,-7
COCC1CCCCN1C(=O)c1cccc(OC2CCN(S(C)(=O)=O)CC2)c1 (stereo unspecified),2.3,-24,2,-6,-2,1.7,0.5,-1,12
CCOC(=O)C(Sc1n[nH]c(N)n1)c1ccccc1 (stereo unspecified),0.8,2,14,-2,-8,-0.9,0.3,-10,-8
Nc1ccc(N2CCN(CCCCN3C(=O)C4CCCN4C3=O)CC2)cc1 (stereo unspecified),1.2,3,25,-4,-7,0.4,0.4,-5,-15
O=C(O)c1ccccc1NCN1C(=O)C2CC=C(Cl)CC2C1=O (stereo unspecified),0.8,15,3,1,8,0.6,-0.3,5,-4
CCCCCCOc1ccc(OC(=O)c2ccncc2)cc1,0.4,-6,9,-14,-5,1.3,0.7,-2,-10
